SV40 large T antigen: TAg ATPase/helicase activity blockers – biochemical (AID 1903); SV40 large T antigen ATPase/helicase inhibition assay; higher % means a stronger effect; 310,000 compounds, 0.39% hits; one-dose inhibition, % at 20 µM; IC50 in µM for titrated hits; in the data active = a potency from the dose series; inconclusive = inhibition mostly from about 32% at the one dose, without a potency; inactive = the rest, 99 in 100 with inhibition below about 32%; also: strong numbers were not always called active
MgcRacGAP inhibition: MgcRacGAP GTPase-activating activity inhibitors, confirmation, biochemical, ADP Hunter fluorescence; MgcRacGAP-stimulated Rac1 GTP hydrolysis, ADP Hunter fluorescence; higher % means a stronger effect; GST-tagged Rac1 F28L mutant substrate; inhibition, % at 30 µM, or IC50 in µM where a hit was titrated; 340,000 compounds, 0.6% hits; AID 624330;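 active = first-screen hits whose inhibition reached a set limit at any dose in the follow-up dose series; inconclusive = inhibition above the set first-screen limit but never retested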;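 also: fluorescence reports GDP produced by GAP-driven GTP hydrolysis; strong numbers were not always called active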
KOR beta-arrestin-1: KOR antagonists, beta-arrestin recruitment, cell-based, luminescence, uHTS (AID 1778); KOR beta-arrestin recruitment, luminescence, antagonist mode; higher % means a stronger effect; inhibition, % at 10 µM, or IC50 in µM where a hit was titrated; 290,000 compounds, 0.091% hits; also: strong numbers were not always called active
NOD1 inhibition: NOD1 signaling inhibitors, primary screen, cell-based, luminescence, uHTS (AID 1578). NOD1-driven NF-kB luciferase reporter cells, luminescence; higher % means a stronger effect. 290,000 compounds, 1% hits. inhibition, % at 4 µM; hits with a dose series show EC50 in µM; in the data active = inhibition mostly above about 36%, no sharp cut-off; inactive = mostly below about 34%;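 also: HEK-293T reporter cells stimulated with the NOD1 agonist gamma-tri-DAP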
GPR55 antagonists: GPR55 antagonists blocking LPI-driven arrestin recruitment, primary screen, imaging, U2OS, beta-arrestin-GFP, LPI agonist (AID 2013) | 290,000 compounds, 0.13% hits | one-dose inhibition, % at 10 µM; IC50 in µM for titrated hits | U2OS GPR55 beta-arrestin-GFP translocation imaging, LPI antagonism; higher % means a stronger effect;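 active = spots per cell inhibited over 60%, with over 100 cells counted and total cytoplasm intensity under 500,000; inconclusive = wells with under 100 cells, flagged as likely toxic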;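 also: U2OS cells stably carrying GPR55 and arrestin-GFP stimulated by 5 µM LPI near EC80; imaged beta-arrestin-GFP aggregate spots per cell after agonist stimulation; plate controls were LPI-stimulated DMSO wells for no effect and DMSO wells without LPI for full effect; some results filed as inactive read as strong as hits; confirmed hits need IC50 under 10 µM and bright autofluorescent wells are also inconclusive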
HEK293 NOD2/NF-kB: NOD2 signaling inhibitors, cell-based, luminescence, uHTS, HEK293 (AID 1566); HEK293 NOD2/NF-kB luciferase reporter, luminescence; higher % means a stronger effect; one-dose inhibition, % at 4 µM; EC50 in µM for titrated hits; 290,000 compounds, 0.63% hits; also: many of its hits are not listed in these tables
HIV peptide binding: inhibitors of HIV fusion peptide binding, primary screen, biochemical, uHTS, fluorescence dequenching (AID 1986); cell-free peptide binding, fluorescence dequenching, 30 min; higher % means a stronger effect; 290,000 compounds, 0.3% hits; inhibition, % at 20 µM; hits with a dose series show IC50 in µM; in the data active = inhibition mostly above about 52%, no sharp cut-off; inactive = mostly below about 76%; also: some results filed as inactive read as strong as hits
GPR55 beta-arrestin: GPR55 agonists via beta-arrestin recruitment, primary screen, imaging, U2OS cells, beta-arrestin-GFP redistribution (AID 1961). U2OS GPR55 beta-arrestin-GFP redistribution imaging; higher % means a stronger effect. activation, % at 10 µM, or EC50 in µM where a hit was titrated. 290,000 compounds, 0.048% hits;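 active = activation above 40% with more than 50 cells counted in the well; inconclusive = wells holding fewer than 50 cells, flagged as toxic or sparse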;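 also: U2OS osteosarcoma cells stably expressing GPR55 and beta-arrestin-GFP; plate controls were DMSO negative control for no effect and LPI positive control for full effect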
KOR beta-arrestin-2: kappa opioid receptor activators – cell-based, luminescence, uHTS, primary screen (AID 1777); activation, % at 10 µM; hits with a dose series show EC50 in µM; 280,000 compounds, 0.02% hits; KOR beta-arrestin recruitment, luminescence; higher % means a stronger effect; in the data active = activation above about 50%, passing the limit was not always enough; also: a part of the inactive calls stands beside numbers as strong as those of hits
The depositor's hits bear a star; ? = inconclusive; / = no result given; [ ] = another dose, or the depositor's remark. Rule as the data show it, unless noted: active = inhibition above about 50%; inactive = the rest. Only part of the results is shown; count on the stated rates, not on these rows.

Every second line gives: SV40 large T antigen, MgcRacGAP inhibition, KOR beta-arrestin-1, NOD1 inhibition, GPR55 antagonists, HEK293 NOD2/NF-kB, HIV peptide binding, GPR55 beta-arrestin, KOR beta-arrestin-2
CC[C@@]12C(=O)N(c3cccc(Br)c3)C(=O)N1[C@H](c1ccc(Cl)cc1)[C@@H]1C(=O)N(C3CCCCC3)C(=O)[C@@H]12
  10%, 7%, -200%[20 µM], 10%, -6%, -1%, 0.8%, 0.8%, -0.8%
Cc1ccccc1C(=O)OC1OC(=O)C(Cl)=C1Nc1ccc(C(=O)O)cc1 (configuration not stated)
  11%, 2%, -16%, -18%, -2%, -4%, 4.4%, 0.3%, -5.3%
COC(=O)c1ccc(CN2C(=O)NC3(CCCc4ccccc43)C2=O)o1 (configuration not stated)
  11%, 4%, -13%, 14%, -1%, 2%, -2.2%, -0.1%, 2.2%
O=C(c1cccc(C(=O)N2CCN(Cc3ccccc3)CC2)c1)N1CCN(Cc2ccccc2)CC1
  3%, 9%, -21%, /, 14%, 5%, 1.5%, -0.2%, 8.2%
Cc1cccc2sc(NC(=O)CCn3cccc3)nc12
  -3%, -2%, 9%, -29%, -4%, -2%, 7.3%, -0.6%, -4.3%
Cc1c(Cl)cccc1N=Cc1ccc([N+](=O)[O-])s1
  8%, 1%, 0%, 38%, -16%, 22%, -0.7%, 0.7%, 1.1%
COc1ccc(OC)c(NC(=O)c2ccc3c(=O)n(CCc4ccccc4)c(=S)[nH]c3c2)c1
  0%, 9%, -2%, 11%, -5%, 27%, -1.6%, -0.1%, 35%
COc1ccc(N2CCN(C(=O)CCc3nnc4ccc(N5CCCC5)nn34)CC2)cc1
  20%, ?, -17%, -14%, 4%, 7%, -1.7%, -0.2%, 11%
CCOC(=O)Nc1nnc(Cc2ccc(Cl)c(Cl)c2)s1
  4%, 1%, -20%[20 µM], -25%, 3%, -68%, -0.5%, 0.5%, -4.5%
O=S(=O)(c1cc(F)ccc1F)N1CCN(C2CCCCC2)CC1
  4%, 6%, -11%, -28%, 18%, -33%, 1.1%, -0.2%, -0.9%
COc1ccc(OC)c(NC(=O)c2cccc(NC(=O)c3ccccc3)c2)c1
  10%, 6%, 0%, -18%, 12%, -4%, 0.9%, 0.5%, -5.0%
COCCNc1nnc(Cc2ccc(Cl)cc2)c(=O)[nH]1
  8%, 6%, 33%, 2%, 5%, 6%, -0.3%, 0.0%, -2.8%
CCN(C(=O)CN1CCCc2ccccc21)c1c(N)n(Cc2ccccc2)c(=O)[nH]c1=O
  /, /, -19%, 4%, 15%, 8%, 13%, -0.2%, -6.4%
FC(F)(F)c1cnc(N2CCCN(C(=S)Nc3ccccc3)CC2)c(Cl)c1
  7%, 12%, -21%, 10%, 3%, 16%, -0.8%, -0.2%, -0.3%
Cc1nc2ccc(NC(=O)N3CCSCC3)cc2s1
  9%, 2%, -31%, 4%, 10%, 0%, 0.2%, -0.1%, -1.3%
NS(=O)(=O)c1cccc(NC(=O)CC23CC4CC(C2)CC(CC(=O)Nc2cccc(S(N)(=O)=O)c2)(C4)C3)c1
  6%, 6%, -19%, -9%, -11%, 13%, 4.3%, -0.1%, 0.8%
O=C(O)c1ccc(N=C2NC(=O)C(CO)(CO)S2)cc1
  4%, 3%, -12%, -7%, 2%, -4%, 0.9%, 0.3%, 1.6%
CCOc1ccc(NC(=O)CSc2nnc(-c3ccccn3)n2C)cc1
  2%, 8%, -17%, -23%, 3%, 9%, 0.9%, 0.0%, 2.4%
NS(=O)(=O)OCc1ccc(C(F)(F)F)cc1
  16%, 6%, 1%[20 µM], -8%, -12%, -10%, 1.7%, 0.0%, -2.5%
c1n[nH]c(SCCCCSc2ncn[nH]2)n1
  3%, 10%, -111%, -12%, 8%, 2%, -1.9%, -0.1%, 4.6%
Cc1c(C(=O)Nc2ccc(-c3nnc4n3CCCCC4)cc2)oc2c1ccc1ccccc12
  -5%, 13%, -9%, -34%, 10%, 30%, -1.5%, 0.7%, 1.4%
CCOc1cc(/C=N/n2c(COc3ccccc3)n[nH]c2=S)ccc1O
  20%, 11%, -1%, -15%, 3%, -12%, -0.1%, -0.1%, -2.6%
CC(=O)N[C@@H](Cc1c[nH]c2ccccc12)C(=O)OCc1ccc(C#N)cc1
  -7%, 6%, -14%, 0%, -14%, -6%, -1.9%, /, -1.8%
Cc1nc(N2CCN(c3ccccc3)CC2)c2c3c(sc2n1)CCC3
  /, /, 20%, 6%, -2%, 6%, -2.2%, 1.1%, 9.7%
CCN1CCN(c2ccc(NC(=O)c3ccc(Br)o3)cc2)CC1
  /, 8%, 1%, -70%, 2%, -31%, -0.9%, 0.0%, -4.2%
Cn1cc(S(=O)(=O)N2CCN(c3cccc(C(F)(F)F)c3)CC2)c(=O)n(C)c1=O
  -2%, -2%, 4%, -4%, -6%, 8%, 1.3%, -0.2%, 1.7%
COC(=O)C1=C(C)NC(C)=C(C(=O)OC)C1C(=O)OCC(=O)c1ccc(F)cc1
  4%, 3%, 24%, -33%, -8%, 6%, -1.0%, -0.3%, -2.0%
CCCc1nnc(SCC(=O)N2CCCCC2C)n1CC (configuration not stated)
  12%, 7%, -24%, 14%, -3%, 18%, 3.8%, -0.1%, 3.7%
Cc1nc2ccc(NC(=O)c3cc(Cl)ccn3)cc2s1
  1%, 7%, -15%, -48%, -7%, -151%, 0.7%, -0.2%, -3.7%
CCOC(=O)Cc1c(C)nc2cc(-c3ccc(C(C)(C)C)cc3)[nH]n2c1=O
  0%, -2%, -17%, -106%, -8%, -24%, -1.0%, 0.0%, -1.3%
Cc1ccc(C2=NN(S(C)(=O)=O)C(c3ccc4c(c3)OCO4)C2)cc1 (configuration not stated)
  8%, -8%, 19%, -69%, 4%, -130%, 0.9%, -0.4%, 4.5%
Nc1ccn(-c2ccc(Cl)cc2)c(=O)c1
  7%, 9%, 3%, -3%, 4%, 9%, 2.5%, 0.4%, -6.0%
COC(=O)c1nn(-c2ccccc2)c(Cl)c1/C=N/OC(=O)c1ccc(Cl)c(Cl)c1
  3%, 14%, 13%, -12%, 6%, 21%, -0.2%, 0.2%, -0.7%
Cc1ccc(-n2nnnc2SC(C)C(=O)NCC(=O)Nc2ccc(F)c(F)c2F)c(C)c1 (configuration not stated)
  10%, 0%, 8%, -15%, 2%, -7%, 0.2%, -0.1%, 1.9%
COC(=O)C(Cc1ccc(O)cc1)NC(=O)CCc1nc2ccccc2s1 (configuration not stated)
  11%, 6%, -31%, 8%, -11%, -2%, -0.5%, 0.3%, -0.6%
COC(=O)c1oc2ccccc2c1NC(=O)c1ccccc1O
  10%, 4%, -4%[20 µM], -16%, 8%, -4%, -2.0%, -0.1%, -5.1%
COC(=O)c1sccc1-n1cc(C#N)c(=O)n(C)c1=O
  3%, 4%, 4%, -2%, 18%, 2%, -2.4%, 0.2%, /
Cc1ccc(CCNC(=O)CSCc2ccc(F)cc2)cc1
  10%, 8%, 14%, -5%, -3%, 5%, -0.8%, -0.3%, -7.2%
Cn1c(CCC(=O)Nc2ccc(N3CCOCC3)cc2)nc(=O)c2ccccc21
  12%, 7%, 21%, 3%, 4%, 2%, -0.8%, 0.0%, -1.6%
O=C(NCCC1=CCCCC1)C(=O)NCC1OCCCN1S(=O)(=O)c1ccc(F)cc1 (configuration not stated)
  15%, 12%, -1%, -34%, 4%, 14%, 0.6%, 0.1%, -2.5%
Cc1c(Cl)cccc1N(CC(=O)O)S(C)(=O)=O
  1%, 1%, -19%, -18%, -1%, -12%, -1.1%, -0.1%, 6.3%
O=C(N/N=C\c1ccc(F)cc1)c1ccc(F)cc1
  10%, 11%, -30%, -26%, -14%, -45%, 0.6%, 0.6%, -0.2%
COc1ccc(Br)cc1CN(C)C(=O)c1ccc2c(c1)NC(=O)C(C)S2 (configuration not stated)
  7%, 5%, -24%, -5%, -1%, 7%, 0.0%, -0.2%, 2.2%
Cc1cc(C(=O)Nc2cccc3ccccc23)c(C)o1
  8%, 4%, 3%, -8%, 5%, 3%, 1.6%, 0.3%, -1.6%
CCCCc1nc(N2CCOCC2)c(C#N)c2c1CCCC2
  5%, 3%, 5%, -18%, -1%, 0%, 0.7%, -0.2%, 4.0%
O=C(OCCN1C(=O)c2ccccc2C1=O)c1ccc(S(=O)(=O)N2CCCCCC2)cc1
  1%, 4%, 6%, -29%, -4%, -5%, -1.3%, -0.1%, 1.4%
CCCC(NS(=O)(=O)c1ccc(-c2ccc(=O)[nH]n2)s1)c1cccs1 (configuration not stated)
  10%, -10%, -30%, -14%, 11%, 8%, 1.7%, 0.0%, 4.5%
O=C(NC1CCCC1)C1CCC(=O)N1C1CCCCC1 (configuration not stated)
  8%, -2%, 35%, -22%, 2%, 6%, 3.1%, 0.5%, 3.4%
O=C(Nc1ccccc1)N1CCOCC1
  13%, 3%, 0%, 5%, 18%, 8%, 0.4%, 0.0%, 1.3%
c1ccc(CNc2c3ccccc3nc3ccccc23)cc1
  9%, 11%, -37%, -6%, 20%, -9%, 0.1%, -0.1%, -1.7%
O=C(CSc1nnnn1C1CCCCC1)N1c2ccccc2Sc2ccccc21
  4%, 5%, -52%, 38%, -14%, 31%, -0.9%, -0.2%, 8.2%
Nc1nnc(Cc2ccc(Cl)cc2Cl)s1
  16%, 6%, 20%, -8%, 5%, -2%, 2.2%, -0.4%, -4.4%
COc1ccc(-c2csc(N)n2)cc1
  27%, 13%, 30%, -12%, -2%, 11%, 1.5%, 0.4%, 3.6%
COc1ccc(CCNC(=O)C(=O)NCC2OCCN2S(=O)(=O)c2ccc3c(c2)OCCO3)cc1 (configuration not stated)
  -15%, 9%, -52%, 23%, -21%, 23%, 0.7%, -0.2%, 5.4%
CCOc1ccc(S(=O)(=O)N2CCC(C(=O)NCCN3CCOCC3)CC2)cc1C
  4%, 2%, -21%, -31%, 0%, 0%, 0.5%, 0.0%, 4.2%
Cc1c(Cl)cnc(NC(=O)CSc2nnc3ccccn23)c1Cl
  6%, 14%, 34%, -37%, 11%, -8%, -2.8%, 0.2%, -5.4%
O=C(c1ccc(N2CCN(C(=O)c3ccc(F)cc3F)CC2)cc1)c1cccc(F)c1
  -5%, 10%, -52%, -9%, -3%, 10%, -1.7%, -0.2%, 3.0%
